UPR XBP1 act = activators of adaptive XBP1 UPR arm, primary screen, cell-based, CHO-XBP1 luciferase reporter, luminescence, uHTS | IRE1-XBP1 UPR activation; percent of tunicamycin response, DMSO as zero | AID 463104, 2010 | activation, % at 20 µM | 330,000 compounds, 0.33% hits;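 active = versus positive control, 20 µM dose yields 30% or more activation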;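 note: 100% = tunicamycin at 10 µg/mL and 0% = DMSO only wells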
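Test system: CHO-XBP1 luciferase reporter cells | Buffer or medium: Serum-containing F12 medium, 10% FBS | Schedule: 6 h compound exposure at 37 °C, 5% CO2 | Detection: Steady-Glo luciferase glow luminescence, 10 min after reagent addition | Read-out basis: Activation, % of tunicamycin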
tim10-1 inh = growth inhibitors of tim10-1 mutant yeast, primary screen, luminescence, uHTS; S. cerevisiae tim10-1 ts strain growth, BacTiter-Glo, 24 h; inhibition, % at 20 µM; 330,000 compounds, 2.2% hits; AID 463190, 2010;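 active = inhibition of at least 40%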;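 note: mutant grown at 25 °C; 0% = DMSO wells with yeast and 100% = wells holding no yeast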
697 NFkB inh = inhibitors of PMA/ionomycin-induced NF-kB reporter, 697 cells, primary screen, B-cell NF-kB inhibitor project, cell-based, luminescence, uHTS | inhibition, % at 4 µM | 697 B-cell NF-kB luciferase reporter, 16 h | 330,000 compounds, 0.33% hits | AID 435022, 2010; in the data active = inhibition above about 35%
UPR CHOP act = activators of apoptotic CHOP UPR arm, primary screen, cell-based, CHO-CHOP luciferase reporter, luminescence, uHTS; activation, % at 10 µM; UPR activation; percent of tunicamycin response over DMSO baseline; 330,000 compounds, 0.34% hits;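 active = at 10 µM dose, activation of 40% or more, normalized to positive control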;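 note: 100% = tunicamycin at 10 µg/mL and 0% = DMSO alone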
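Assay system: CHO cells with stable CHOP pathway luciferase reporter; Buffer or medium: F12 plus 10% serum; Times: 16-18 h cell attachment, then 6 h compound exposure, 37 °C; Signal: luciferase luminescence; Read-out basis: percent activation relative to tunicamycin control; Control set: tunicamycin high control, DMSO low control.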
Jurkat NFkB inh = inhibitors of induced NF-kB luciferase reporter, primary screen, TCR NF-kB activation inhibitor project, cell-based, luminescence, uHTS; Jurkat, PMA/ionomycin-induced NF-kB luciferase reporter; inhibition, % at 4 µM; 330,000 compounds, 0.53% hits; AID 435003, 2010; in the data active = inhibition above about 50%
Mdm2-MdmX inh = inhibitors of human Mdm2-MdmX association, primary screen, cell-based, luminescence, split luciferase, SaOS-2, uHTS; Protein Mdm4 (Homo sapiens) + E3 ubiquitin-protein ligase Mdm2 (Homo sapiens), …; SaOS-2 split-luciferase Mdm2/MdmX complementation; inhibition, % at 8 µM; 330,000 compounds, 3% hits;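 active = inhibition of at least 50% at 8 µM in the primary screen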
Target sequence (O15151 whole entry, looked up): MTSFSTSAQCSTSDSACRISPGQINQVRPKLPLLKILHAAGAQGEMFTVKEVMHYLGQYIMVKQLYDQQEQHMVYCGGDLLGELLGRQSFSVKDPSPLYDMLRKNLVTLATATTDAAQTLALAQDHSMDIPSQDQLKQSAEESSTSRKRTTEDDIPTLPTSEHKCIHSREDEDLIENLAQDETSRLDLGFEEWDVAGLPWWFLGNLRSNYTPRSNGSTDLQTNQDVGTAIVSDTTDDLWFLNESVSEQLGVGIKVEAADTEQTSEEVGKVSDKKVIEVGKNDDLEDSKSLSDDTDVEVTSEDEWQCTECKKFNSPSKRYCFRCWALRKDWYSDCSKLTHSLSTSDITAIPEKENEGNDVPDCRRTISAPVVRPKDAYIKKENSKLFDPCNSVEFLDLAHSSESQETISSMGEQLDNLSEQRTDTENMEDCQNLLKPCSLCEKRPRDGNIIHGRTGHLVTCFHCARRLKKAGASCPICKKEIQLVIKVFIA
Target sequence (Q00987 whole entry, looked up): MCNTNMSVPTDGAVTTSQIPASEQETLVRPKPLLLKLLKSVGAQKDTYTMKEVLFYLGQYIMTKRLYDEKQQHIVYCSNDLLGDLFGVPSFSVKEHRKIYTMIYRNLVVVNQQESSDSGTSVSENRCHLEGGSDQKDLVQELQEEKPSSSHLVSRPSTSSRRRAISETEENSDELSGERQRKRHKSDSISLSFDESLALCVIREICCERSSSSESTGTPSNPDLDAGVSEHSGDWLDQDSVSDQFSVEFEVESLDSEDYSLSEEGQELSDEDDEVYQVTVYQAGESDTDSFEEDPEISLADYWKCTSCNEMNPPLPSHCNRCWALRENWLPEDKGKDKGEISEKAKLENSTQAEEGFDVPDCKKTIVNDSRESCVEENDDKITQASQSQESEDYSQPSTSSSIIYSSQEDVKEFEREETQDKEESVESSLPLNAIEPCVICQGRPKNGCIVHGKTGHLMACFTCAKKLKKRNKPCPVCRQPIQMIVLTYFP
tim23-1 inh = growth inhibitors of tim23-1 mutant yeast, primary screen, luminescence, uHTS; S. cerevisiae tim23-1 growth, BacTiter-Glo luminescence, 24 h; 330,000 compounds, 1.3% hits; inhibition, % at 20 µM; AID 463212, 2010;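 active = growth inhibition of the mutant yeast at or above 50%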;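 note: temperature-sensitive mutant grown at 25 °C; plate controls were DMSO-treated mutant yeast for no effect and medium wells lacking yeast for full effect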
TIM10 inh = growth inhibitors of isogenic TIM10 control yeast, primary screen, counter-screen for tim10-1 yeast inhibitor project, luminescence, uHTS; S. cerevisiae TIM10 strain growth, BacTiter-Glo luminescence, 24 h; AID 463195, 2010; inhibition, % at 10 µM; 330,000 compounds, 1.4% hits;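 active = inhibition of 40% or more at the single tested concentration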;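 note: wild-type TIM10 isogenic control strain grown at permissive 25 °C; 0% = DMSO yeast wells and 100% = minimal medium wells without yeast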
* = called active by the depositor.

compound,UPR XBP1 act,tim10-1 inh,697 NFkB inh,UPR CHOP act,Jurkat NFkB inh,Mdm2-MdmX inh,tim23-1 inh,TIM10 inh
CN(C)C1(CNC(=O)c2cccc(S(=O)(=O)Nc3ccc(Br)cc3)c2)CCCCC1,-0.5,-19.9,-3.2,1.8,9.2,21.2,-63.1,-25.1
CN(CC(=O)Nc1ccccc1Br)C(=O)c1cccc([N+](=O)[O-])c1,2.7,-4.2,0.6,1.7,8.8,21.4,-0.7,1.5
Cc1cccc(C)c1-n1nnnc1S(=O)(=O)Cc1ccccc1Cl,-1.3,23.0,-24.5,0.4,6.3,20.9,28.9,22.4
O=C(NNC(=O)c1ccccc1-n1cccc1)c1ccc(Cl)cc1Cl,-0.9,7.8,2.5,3.7,5.7,18.9,21.8,11.1
CC(O)CN1CCN(C(=O)CN2C(=O)NC(c3ccccc3)(c3ccccc3)C2=O)CC1 (stereo not drawn),-5.1,8.6,3.9,3.9,0.6,2.7,6.7,-3.5
COc1ccccc1-c1c(C)nn2c(C)cc(C)nc12,-3.2,8.6,13.6,-1.4,13.5,23.3,-1.3,-16.9
Cc1cccc(C(C#N)c2ccc(Cl)nn2)c1 (stereo not drawn),-2.9,-64.0,21.2,-0.8,30.6,-16.4,-55.2,-47.2
CCCOc1ccc(CSC(=N)N)cc1C(=O)OC,6.8,-19.5,4.9,-0.2,-5.5,-10.8,-6.2,-6.1
Fc1ccccc1/C=N/n1c(-c2cccnc2)n[nH]c1=S,-0.9,-14.4,6.7,-1.7,12.9,-6.0,-5.1,-15.8
O=C(NCCCNC(=O)c1ccccn1)c1ccc(F)cc1,0.9,-19.4,11.1,-1.7,15.1,13.8,-0.5,8.2
C[C@]12CCC3c4ccc(OCC(=O)O)cc4CCC3C1CCC2=O (stereo partly drawn),-0.9,1.0,-8.0,-1.5,1.0,0.9,11.5,-8.4
CC(=O)Nc1ccc(S(=O)(=O)N2CCN(c3nnnn3-c3ccccc3)CC2)cc1,-0.7,1.2,-15.1,-1.4,1.9,-5.5,10.9,-10.3
Cc1cc(NC(=O)c2c(F)cccc2Cl)no1,-1.2,10.8,9.5,0.7,-2.5,4.5,10.1,4.1
COC(=O)N/N=C/c1cn(Cc2ccccc2F)c2ccccc12,-2.8,-5.5,21.3,-1.0,6.0,15.5,27.6,25.4
Cc1cc(C(=O)OCC(=O)NC2CCCCC2)c(C)o1,-1.0,16.1,-2.1,-1.4,-3.6,-13.4,13.3,9.5
O=C(CNC(=O)c1ccccc1Cl)N/N=C/C=C/c1ccccc1,1.9,0.7,-9.4,-0.4,-7.5,0.5,-11.4,8.7
Cc1ccc(NC(=O)c2cc3cccc([N+](=O)[O-])c3[nH]2)cc1,6.1,12.1,-167.6,9.0,-125.7,-131.1,0.4,13.5
CCC(C)/C(C)=N/NC(=O)c1ccccc1OCCOc1ccccc1 (stereo not drawn),-1.4,18.2,0.9,-1.1,-9.1,-0.9,11.0,12.8
CC1CCc2c(sc(NC(=O)CSc3nnc(-c4ccccc4)o3)c2C#N)C1 (stereo not drawn),-2.0,4.6,-11.0,1.1,0.8,26.9,-15.4,-1.6
COCC(=O)Nc1nc2n(n1)C(c1ccccc1)CC(c1ccc(OC)cc1)N2 (stereo not drawn),0.6,17.3,18.2,-1.1,5.6,0.0,-6.1,13.1
COc1cc(C(=O)NNC(=O)CSc2nnc3ccccn23)cc(OC)c1OC,-1.3,-5.1,12.7,0.1,10.0,7.6,-5.0,-5.0
Cc1ccnc(NC(=O)c2ccc(COc3ccc(Cl)cc3)o2)c1,-1.4,27.6,-19.1,0.5,-16.7,-12.4,-2.7,16.9
COc1ccc(CC(=O)NN2C(=O)c3ccccc3C2=O)cc1,-1.1,3.2,0.9,2.1,6.0,24.5,13.9,-10.1
COc1ccc(C(CNC(=O)CNC(=O)c2cccc(C)c2)N2CCOCC2)cc1 (stereo not drawn),-0.5,5.1,16.2,-0.4,5.5,1.0,8.1,4.0
O=C(Nc1ccc(CN2CCOCC2)cc1)c1cc2ccccn2n1,-7.5,-4.6,-89.8,-7.4,-70.3,28.7,9.7,-14.5
CCn1c(SCC(=O)Nc2cc(C)on2)nnc1-c1ccccc1,-2.7,6.0,10.2,-2.5,1.9,25.4,-5.9,11.6
Clc1ncnc2c1oc1ccccc12,2.2,6.0,-133.2,4.4,-87.6,-118.7,3.3,6.9
O=C(Nc1ccccc1)N1N=C(c2ccc(F)cc2)CC1c1ccc(F)cc1 (stereo not drawn),-4.0,25.9,7.5,3.3,1.4,36.3,34.1,26.4
COC(=O)C1=C(N)Oc2c(oc(CO)cc2=O)C1c1ccccc1F (stereo not drawn),-1.6,5.7,5.8,-0.7,13.9,-27.3,5.4,-0.2

4 entries out of the list, ordered by number of heavy atoms, highest first:
compound,UPR XBP1 act,tim10-1 inh,697 NFkB inh,UPR CHOP act,Jurkat NFkB inh,Mdm2-MdmX inh,tim23-1 inh,TIM10 inh
CC(O)CN1CCN(C(=O)CN2C(=O)NC(c3ccccc3)(c3ccccc3)C2=O)CC1 (stereo not drawn),-5.1,8.6,3.9,3.9,0.6,2.7,6.7,-3.5
O=C(NCCCNC(=O)c1ccccn1)c1ccc(F)cc1,0.9,-19.4,11.1,-1.7,15.1,13.8,-0.5,8.2
COc1ccccc1-c1c(C)nn2c(C)cc(C)nc12,-3.2,8.6,13.6,-1.4,13.5,23.3,-1.3,-16.9
Cc1cc(NC(=O)c2c(F)cccc2Cl)no1,-1.2,10.8,9.5,0.7,-2.5,4.5,10.1,4.1

By substructure, the entries above with bromine (2)
compound,UPR XBP1 act,tim10-1 inh,697 NFkB inh,UPR CHOP act,Jurkat NFkB inh,Mdm2-MdmX inh,tim23-1 inh,TIM10 inh
CN(C)C1(CNC(=O)c2cccc(S(=O)(=O)Nc3ccc(Br)cc3)c2)CCCCC1,-0.5,-19.9,-3.2,1.8,9.2,21.2,-63.1,-25.1
CN(CC(=O)Nc1ccccc1Br)C(=O)c1cccc([N+](=O)[O-])c1,2.7,-4.2,0.6,1.7,8.8,21.4,-0.7,1.5

In the list so far, 2 contain an NH in an aromatic ring:
compound,UPR XBP1 act,tim10-1 inh,697 NFkB inh,UPR CHOP act,Jurkat NFkB inh,Mdm2-MdmX inh,tim23-1 inh,TIM10 inh
Fc1ccccc1/C=N/n1c(-c2cccnc2)n[nH]c1=S,-0.9,-14.4,6.7,-1.7,12.9,-6.0,-5.1,-15.8
Cc1ccc(NC(=O)c2cc3cccc([N+](=O)[O-])c3[nH]2)cc1,6.1,12.1,-167.6,9.0,-125.7,-131.1,0.4,13.5

2 compounds drawn at random from those above:
compound,UPR XBP1 act,tim10-1 inh,697 NFkB inh,UPR CHOP act,Jurkat NFkB inh,Mdm2-MdmX inh,tim23-1 inh,TIM10 inh
COc1ccc(C(CNC(=O)CNC(=O)c2cccc(C)c2)N2CCOCC2)cc1 (stereo not drawn),-0.5,5.1,16.2,-0.4,5.5,1.0,8.1,4.0
Cc1cc(C(=O)OCC(=O)NC2CCCCC2)c(C)o1,-1.0,16.1,-2.1,-1.4,-3.6,-13.4,13.3,9.5

Screens (PubChem BioAssay)
